Compound activity from PubChem BioAssay.
BoNT F protease – BoNT/F light chain protease inhibitors, primary screen, biochemical, flow cytometry, MLPCN library; inhibition, % at 10 µM; 0.22% of 360,000 active; Botulinum neurotoxin type F light chain protease (Clostridium botulinum); Multiplex microsphere protease cleavage assay; in the data active = inhibition above about 35%, passing the limit was not always enough; inconclusive = no clear call, values can overlap the other calls; also: plate controls were buffer without enzyme for full effect and enzyme alone for no effect
PfHsp40 rescue – rescue of yeast from PfHsp40 toxicity, primary screen, S. cerevisiae, ATP luminescence. growth rescue, % at 12.5 µM. S. cerevisiae expressing PfHsp40, growth rescue. 0.68% of 340,000 active; in the data active = growth rescue above about 28%, passing the limit was not always enough; inconclusive = no clear call, values can overlap the other calls;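 also: yeast W303a lacking pdr1 and pdr3 grown in galactose medium; growth measured after three days at 30 °C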
FadD28 binding – inhibitors of FadD28 bisubstrate probe binding, primary screen, biochemical, fluorescence polarization, single point; Mycobacterium tuberculosis FadD28 fatty-acid-AMP ligase; inhibition, % at 12.5 µM; 0.22% of 360,000 active; AID 588549, 2011; in the data active = inhibition above about 8.5%, passing the limit was not always enough; inconclusive = no clear call, values can overlap the other calls
CCHF vOTU inh – CCHFV vOTU protease inhibitors, primary screen, biochemical, Pep-AMC substrate, fluorescence; 0.55% of 370,000 active; inhibition, % at 11.5 µM; in the data active = inhibition above about 30%; also: 0% = vehicle wells with enzyme and 100% = no enzyme wells
BoNT A protease – BoNT/A light chain protease inhibitors, primary screen, biochemical, flow cytometry, MLPCN library | 0.17% of 360,000 active | inhibition, % at 10 µM | Botulinum neurotoxin type A light chain protease (Clostridium botulinum A str. ATCC 3502) | multiplex microsphere protease substrate cleavage; also: plate controls were buffer without enzyme for full effect and enzyme alone for no effect
Yp Topo-I inh – Yersinia pestis topoisomerase I inhibitors, primary screen, biochemical, cleavage product accumulation, plate reader, single point | DNA topoisomerase I (Yersinia pestis CO92) | Y. pestis Topo-I cleavage product accumulation | activity, % at 10 µM | 0.064% of 360,000 active; in the data active = activity above about 50%, passing the limit was not always enough; inconclusive = no clear call, values can overlap the other calls; also: inactives centre near 2
TcdB GH inh – TcdB glycohydrolase inhibitors, primary screen, biochemical, single point, plate reader; inhibition, % at 9.99 µM; TcdB glycohydrolase enzymatic assay; 0.24% of 350,000 active; Toxin B (Clostridioides difficile), P18177; AID 652162, 2013; in the data active = inhibition above about 10%
Anthrax LF inh2 – Bacillus anthracis LF protease inhibitors, primary screen, biochemical, multiplex microsphere, MLPCN library; 0.12% of 360,000 active; inhibition, % at 10 µM; multiplex microsphere protease cleavage assay; also: plate controls were buffer without enzyme for full effect and enzyme alone for no effect
Target sequence (P15917 whole entry, looked up): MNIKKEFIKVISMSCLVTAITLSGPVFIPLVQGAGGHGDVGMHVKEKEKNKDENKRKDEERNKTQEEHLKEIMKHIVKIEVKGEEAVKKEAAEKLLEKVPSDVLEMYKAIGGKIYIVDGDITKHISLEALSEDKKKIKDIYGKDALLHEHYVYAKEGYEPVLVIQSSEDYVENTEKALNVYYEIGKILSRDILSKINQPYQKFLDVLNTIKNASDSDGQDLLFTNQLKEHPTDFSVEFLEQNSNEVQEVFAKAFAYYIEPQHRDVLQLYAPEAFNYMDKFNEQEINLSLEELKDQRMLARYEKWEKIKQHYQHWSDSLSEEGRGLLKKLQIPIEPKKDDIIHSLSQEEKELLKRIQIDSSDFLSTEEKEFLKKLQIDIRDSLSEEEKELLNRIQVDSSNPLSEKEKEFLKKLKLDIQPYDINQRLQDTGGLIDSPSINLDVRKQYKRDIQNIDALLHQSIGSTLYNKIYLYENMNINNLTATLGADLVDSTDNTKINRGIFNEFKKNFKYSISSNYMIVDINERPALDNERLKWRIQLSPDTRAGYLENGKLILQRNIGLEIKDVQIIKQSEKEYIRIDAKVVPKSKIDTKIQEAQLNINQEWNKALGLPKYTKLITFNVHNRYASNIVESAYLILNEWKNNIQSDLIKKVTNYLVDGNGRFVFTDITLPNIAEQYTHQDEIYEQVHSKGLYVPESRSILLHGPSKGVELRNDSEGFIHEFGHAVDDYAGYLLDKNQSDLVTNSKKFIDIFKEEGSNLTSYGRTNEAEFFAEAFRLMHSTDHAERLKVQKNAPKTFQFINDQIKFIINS
PrPC surface inh – inhibitors of human cell surface prion protein PrPC, primary screen, cell-based, TR-FRET; Major prion protein (Homo sapiens), P04156; 0.43% of 370,000 active; AID 720596, 2013; inhibition, % at 13.8 µM; TR-FRET read-out; in the data active = inhibition above about 24%; also: 0% = median of the test wells and 100% = reference compound wells
* marks the source's active call; other numbers are inactive results; ? = inconclusive; nt = not tested or not shown; & = joins results of further samples. Rule as the data show it, unless noted: active = inhibition above about 30%; inconclusive = no clear call, values can overlap the other calls; inactive = below that. Rows were taken by chance, and some 2.3% of all compounds hit somewhere here.

SMILES | BoNT F protease | PfHsp40 rescue | FadD28 binding | CCHF vOTU inh | BoNT A protease | Yp Topo-I inh | TcdB GH inh | Anthrax LF inh2 | PrPC surface inh
COc1cc(C2C(C#N)=C(N)Oc3cc(O)ccc32)cc(OC)c1OC (stereo not given) | -14.1 | -2.0 | 0.6 | -1.5 | -2.0 | 0.0 | nt | -2.1 | -3.8
Cc1sc2ncn3cnnc3c2c1C | -2.1 | -0.4 | -0.6 | -0.4 | -0.2 | 6.6 | nt | -2.6 | -5.3
O=C(NNc1cccc(Cl)n1)Nc1ccc(Cl)cc1 | 3.8 | -0.4 | -0.6 | 42.1* | -0.2 | -1.9 | nt | -5.9 | 2.0
O=C(O)c1cccnc1SC1CC(=O)N(CCc2ccccc2)C1=O (stereo not given) | -3.2 | -0.6 | -1.8 | -4.6 | -1.9 | 0.0 | -0.4 | 0.1 | 6.3
CCCCn1c(=O)n(C)c(=O)c2c(C(F)(F)F)cc(-c3ccncc3)nc21 | -17.2 | -1.9 | -4.0 | -4.7 | -1.3 | -5.1 | nt | -2.7 | -7.3
CCN(CC)S(=O)(=O)c1ccc(NC(=O)C2CC(=O)N(c3ccc4c(c3)OCCO4)C2)cc1 (stereo not given) | -0.5 | -0.6 | -1.1 | 12.9 | -0.1 | 13.3 | 1.1 | 2.9 | -8.2
CCOC(=O)c1nn(-c2ccccc2)c(=O)cc1OCC(=O)Nc1cc(C)ccc1OC | 3.1 | -0.5 | 0.4 | 8.2 | 1.8 | 3.7 | 2.3 | -1.2 | -7.8
COc1cc(OC)cc(C(=O)NCC(=O)OC2CCCCC2=O)c1 (stereo not given) | -5.8 | -0.7 | -0.1 | 0.1 | -1.2 | 7.3 | 0.5 | 0.5 | -1.1
COCCOc1ccc(C(F)(F)F)cc1NC(=O)COC(=O)c1cc([N+](=O)[O-])ccc1N1CCOCC1 | -1.4 | -0.3 | -4.9 | 7.8 | -1.8 | 11.6 | 0.1 | -3.9 | -7.2
CCCC(=O)N1CCC1(C)C(=O)Nc1ccc2c(c1)CCN2C(C)=O (stereo not given) | 0.8 | nt | -3.2 | 8.8 | -0.2 | 1.0 | 0.7 | 0.2 | -4.3
CC(=O)NCCc1nc2ccccc2n1CCOc1ccccc1C | -2.1 | 0.2 | -2.0 | -6.6 | -0.6 | 7.6 | 0.5 | -1.7 | -2.0
Cc1cccc(NC(=O)CN2CCN(C(=O)c3oc4c(Cl)cccc4c3C)CC2)c1C | -3.2 | -0.8 | -1.7 | 14.5 | -0.1 | 17.2 | -5.8 | 1.4 | -4.5

2 compounds from above with just FadD28 binding, BoNT A protease and TcdB GH inh.
SMILES	FadD28 binding	BoNT A protease	TcdB GH inh
Cc1cccc(NC(=O)CN2CCN(C(=O)c3oc4c(Cl)cccc4c3C)CC2)c1C	-1.7	-0.1	-5.8
COCCOc1ccc(C(F)(F)F)cc1NC(=O)COC(=O)c1cc([N+](=O)[O-])ccc1N1CCOCC1	-4.9	-1.8	0.1

(list continues)
SMILES | BoNT F protease | PfHsp40 rescue | FadD28 binding | CCHF vOTU inh | BoNT A protease | Yp Topo-I inh | TcdB GH inh | Anthrax LF inh2 | PrPC surface inh
CS(=O)(=O)c1ccc(C2=C(CNC(=O)c3cccnc3)[C@H]3CC[C@@H](C2)N3Cc2ccco2)cc1 | 4.2 | nt | -1.1 | 0.0 | -0.6 | -4.1 | 0.7 | 1.7 | -7.5
CCOC(=O)NCc1ccc(S(=O)(=O)Nc2ccccc2C)cc1 | -4.3 | -0.1 | -3.0 | -2.0 | -0.4 | 3.1 | nt | -3.4 | 9.1
Cn1c(=O)c2cc(NCc3ccccc3)nnc2n(C)c1=O | 12.5 | 2.8 | 3.3 | 96.3* | 2.8 | 12.0 | nt | 1.4 | -19.7
O=C(NCCO)c1cccc(-c2cnc3c(Nc4cccc(OC(F)(F)C(F)F)c4)nccn23)c1 | -8.1 | nt | -12.6 | 13.9 | -0.1 | 11.4 | 0.8 | -8.4 | 9.4
Cc1cc(C)n2nc(SCC(=O)c3cc(C)n(CC4CCCO4)c3C)nc2n1 (stereo not given) | -2.8 | -0.9 | -1.7 | -3.9 | -0.7 | 9.7 | -1.5 | -0.6 | 8.7
CCCCOCCCN1CC(=O)N2C(C)c3[nH]c4ccccc4c3C[C@H]2C1=O (stereo not given in full) | -5.4 | 1.6 | -2.5 | 4.2 | -0.9 | 7.0 | 0.4 | 4.4 | -4.8
C/C(=N\NC(=S)NC1CCCCC1)c1ccc(O)cc1 | -1.7 | -0.2 | -2.9 | -7.2 | -0.2 | -1.4 | -3.1 | -6.9 | 7.2
Cc1ccc(/C=c2\sc3nc(-c4cccs4)nn3c2=O)o1 | 3.2 | 1.1 | -1.2 | -6.4 | 0.9 | 2.8 | nt | -3.7 | -3.6
CN(C)C=C1C(=O)N(C2CCCCC2)C(=O)N(C2CCCCC2)C1=O | 3.5 | 0.2 | -2.1 | -0.9 | -0.2 | -3.6 | nt | -0.1 | 6.8
N=C1c2ccccc2CN1NC(=O)c1ccc(Br)o1 | 1.4 | -1.4 | -0.7 | 10.6 | 0.4 | 4.8 | 1.0 | -0.9 | -0.8
COc1cccc(CNC(=O)CNS(=O)(=O)c2ccc(Br)s2)c1 | 0.3 | 0.1 | -2.7 | -9.8 | 1.0 | 6.9 | 0.2 | -2.7 | -4.3
CC1CN(C(=O)CCC(=O)N2CCCCC2)c2cc(Cl)ccc2O1 (stereo not given) | 6.9 | -0.7 | -3.6 | 17.2 | 2.2 | 4.9 | 0.0 | 0.3 | -13.0
NS(=O)(=O)c1ccc(N2CCN(C(=O)C3COc4ccccc4O3)CC2)nc1 (stereo not given) | nt | 0.6 | -15.2 | -7.3 | nt | 4.0 | -0.5 | nt | -7.3
Nc1nnc(SCc2coc(-c3ccc(Cl)cc3)n2)s1 | -6.4 | -0.8 | -1.3 | 14.3 | 0.2 | 2.6 | nt | -1.1 | 4.8
Cc1ccc(NC(=O)CSc2n[nH]c(-c3cccnc3)n2)c(Br)c1 | -1.1 | 0.4 | 0.1 | 9.2 | 1.1 | 7.5 | 0.1 | -1.5 | 11.6
Cc1cc2oc3c(c(=O)c2cc1C)C(c1ccc(C(C)C)cc1)N(CCCN1CCOCC1)C3=O (stereo not given) | -1.2 | -0.3 | -2.2 | 6.6 | -0.1 | 10.3 | 1.5 | 1.5 | -1.4
CC(=O)c1ccc(NC(=O)CSC2=NS(=O)(=O)c3cc(Cl)ccc3N2)cc1 | 7.9 | -0.2 | -1.5 | -0.8 | 4.5 | 3.9 | 2.1 | 6.0 | 5.7
CCc1ccccc1NC(=O)CNC(=O)c1cc(C2CC2)nc2c1cnn2C(C)C | ? | 1.4 | -3.6 | -13.3 | ? | 26.9 | -1.5 | ? | -4.2
COc1ccccc1CCNC(=O)C1CCC(=O)N(C2CCCCCC2)C1 (stereo not given) | -5.9 | -0.1 | -3.3 | -5.0 | -6.2 | 8.5 | 1.1 | -1.0 | -3.0
CC(Oc1ccc(Br)cc1)C(=O)NC1CCCCCC1 (stereo not given) | -8.2 | -0.4 | -1.6 | 3.8 | -0.5 | -0.3 | 2.7 | -4.3 | -3.9
O=C(CN1C(=O)COc2ccccc21)N(CCCN1CCOCC1)CC1CC=CCC1 (stereo not given) | -4.9 | -1.2 | -3.8 | nt | -0.7 | -4.5 | 1.0 | -0.6 | nt
CCc1ccc(NC(=O)C(C)OC(=O)/C=C/c2ccc(O)c(OC)c2)cc1 (stereo not given) | -3.7 | 1.2 | -2.3 | 3.0 | 0.1 | -9.8 | 1.4 | -5.3 | 3.6
Nc1ccccc1C(=O)NC1CCCCNC1=O (stereo not given) | nt | 20.2 | -1.1 | -41.5 | nt | -8.2 | -4.3 | nt | 7.2
O=C(CCn1c(=O)oc2cc(Cl)ccc21)Nc1ccc(N2CCOCC2)cc1 | -4.4 | 0.2 | -3.3 | 1.8 | -0.7 | 1.9 | -1.1 | -1.3 | 0.7
CC(=O)c1cccc(NC(=O)c2ccccc2N(C)S(=O)(=O)c2ccc(C)cc2)c1 | 4.9 | -2.0 | -3.2 | 8.0 | -2.4 | 14.3 | 0.9 | -1.1 | -4.2
CCOC(=O)c1c(NC(=O)CSc2nnc(Cc3ccccc3)o2)sc(C(C)=O)c1C | -11.1 | 0.9 | -2.1 | -12.1 | ? | 4.3 | nt | -3.0 | 26.9*
CC(=O)C1=C(C)Nc2ncnn2C1c1ccccc1Cl (stereo not given) | 1.3 | 0.0 | -1.6 | -8.0 | 1.0 | -2.2 | 1.1 | -0.9 | -1.9
COc1ccccc1CC(NC(C)=O)C(=O)NC1CCN(C(=O)c2ccc([N+](=O)[O-])cc2)CC1 (stereo not given) | -1.2 | -0.6 | 2.0 | -2.6 | -0.4 | -7.5 | 0.1 | -2.2 | -24.6
Cc1ccc(Nc2nnc(SC3CCOC3=O)s2)c(C)c1 (stereo not given) | -9.4 | -1.1 | -2.6 | -6.7 | -1.2 | 0.4 | nt | -1.3 | -3.5
Cc1cc(C)c2nc(NC(=O)c3cccc(S(=O)(=O)N4CCc5ccccc54)c3)sc2c1 | -4.8 | -0.7 | -2.8 | 7.9&13.7 | -0.1 | -0.5 | 2.7 | 2.5 | 0.6&5.6
COc1cccc(CNC(=O)C(C)n2ccc3cc(S(=O)(=O)N4CCCCCC4)ccc32)c1 (stereo not given) | -9.0 | 6.1 | -5.5 | 12.7 | -0.3 | 19.1 | 1.3 | 0.5 | 3.8
CCC(C(=O)Nc1ccccc1OC)n1c(C(=O)OC)cc2ccsc21 (stereo not given) | -14.4 | 2.0 | -1.2 | 5.2 | -1.1 | -8.7 | nt | -2.2 | 6.2
Cc1ccc(CNC(=O)C2CCCN(c3cnccn3)C2)cc1 (stereo not given) | 3.7 | -0.6 | 1.2 | 1.1 | -0.6 | -4.6 | -10.5 | -0.4 | 5.5
Cc1ccc(S(=O)(=O)Nc2cccc(C(=O)N3CCN(c4ccccc4O)CC3)c2)cc1F | -17.3 | 0.0 | -1.4 | 13.4 | -5.9 | 25.4 | 1.3 | -1.8 | 3.8
CC(=O)NCCCc1nc2ccccc2n1Cc1ccc(C)cc1 | 4.0 | -0.9 | -0.2 | 15.9 | 0.0 | 1.2 | 0.0 | -5.4 | -3.6
O=C(c1ccc(NS(=O)(=O)c2cccc(F)c2)cc1)N1CCCC1 | 3.3 | -0.1 | -3.5 | -8.0 | -0.4 | -4.9 | 3.0 | 2.8 | 6.8
CS(=O)(=O)N1CCN(c2ccnc3cc(Cl)ccc23)CC1 | -0.2 | 1.3 | -1.7 | 8.9 | -0.5 | -2.2 | 2.3 | -9.1 | -11.9
CC(=O)Nc1ccc(S(=O)(=O)NC2=NCN(c3ccc([N+](=O)[O-])cc3)CN2)cc1 | -11.0 | 1.5 | -2.0 | 13.2 | -2.1 | -3.9 | 1.3 | -5.5 | -2.0
Cc1cc(NCCN2CCOCC2)c2ccc3ccccc3c2n1 | -5.9 | 0.5 | -2.5 | -3.3 | -0.8 | -3.3 | 0.0 | -0.3 | -0.3
CCc1nnc(NC(=O)CCC(=O)N2CCN(c3cc(Cl)ccc3C)CC2)s1 | 1.4 | 1.2 | -5.7 | 11.8 | 1.2 | 24.5 | 0.0 | -2.5 | -10.3
CCCCCn1c(=O)[nH]c2cc(C(=O)N3CCN(c4ccccc4F)CC3)ccc2c1=O | 15.5 | 0.1 | 1.1 | -2.8 | 3.3 | -11.1 | 2.8 | -7.7 | 4.5
COc1cc2ccccc2cc1C(=O)N(CCN(C)C)c1nc2c(F)cc(F)cc2s1 | -0.1 | -0.2 | -4.5 | 19.9 | -0.2 | 2.2 | 0.1 | -2.4 | -2.3
CCOc1cc(NC(=S)NCC2CCCO2)c(OCC)cc1NC(=O)c1ccccc1C (stereo not given) | 4.2 | 0.6 | 1.4 | -2.8 | 0.3 | -4.0 | nt | -16.3 | -0.4
